Bioassay records: PubChem BioAssay, several laboratories
MrgX1 allo act: positive allosteric modulators of MrgX1, primary screen, HEK293 cells, Fluo-4 calcium flux; Mas-related G-protein coupled receptor member X1 (Homo sapiens), Q96LB2; FDSS; stronger effect = higher value; B-score at 10 µM; actives 0.63% (n = 310,000); AID 588675, 2011;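 active means plate-corrected calcium response at least 3 library SD above typical, normal starting fluorescence, not activating the receptor alone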;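 further: compound read alongside a low EC10 to EC30 dose of BAM8-22 agonist; peak minus trough fluorescence over baseline measured at the second addition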
RGS4 pot: RGS4 potentiators or activators, primary screen, cell-based, HEK293 M3R inducible RGS4, calcium flux; carbachol calcium flux Fluo4; stronger effect = lower value; AID 463111, 2010; actives 0.92% (n = 310,000); B-score at 10 µM;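 active means B-score of the integrated calcium signal more than 4 SD below the library mean, with starting fluorescence not abnormally high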;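 further: negative B-score means reduced calcium response which marks RGS4 activation or potentiation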
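System: HEK293 FlpIn-TREx cells, stable M3R, doxycycline-inducible RGS4. Timing: overnight RGS4 induction, 30 min dye load 37 °C, 20 min compound RT. Also added: carbachol, ECmax concentration. Measured by: Fluo4 fluorescence kinetic imaging of calcium. Evaluation: integrated calcium ratio converted to B score.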
TRPC6 inh: mouse TRPC6 channel inhibitors, primary screen, cell-based, HEK293, membrane potential dye; ACh-evoked depolarization; stronger effect = lower value; B-score at 10 µM; actives 1.1% (n = 310,000); AID 2553, 2010;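 active means B-score under library mean minus 3 SD, initial fluorescence not abnormally high, positive integrated signal ratio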;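 further: B-score derived from integrated fluorescence ratio over the kinetic read; more negative B-score means stronger inhibition of depolarization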
TRPC6 activator: mouse TRPC6 channel activators, primary screen, cell-based, HEK293, membrane potential dye; AID 2550, 2010; HEK293-TRPC6 membrane potential dye fluorescence; stronger effect = higher value; Short transient receptor potential channel 6 (Mus musculus), Q61143; actives 0.13% (n = 310,000); B-score at 10 µM;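 active means B-score of the integrated fluorescence ratio above library mean plus 3 SD, and starting fluorescence ratio within library mean plus 5 SD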;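 further: higher score means more depolarization so channel activation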
TRPC4 inh: inhibitors of mouse TRPC4 channel, primary screen, Fluo4 calcium, HEK293 TRPC4beta/mu-opioid cells | DAMGO-evoked Fluo4 calcium flux; stronger effect = lower value | AID 2247, 2010 | Short transient receptor potential channel 4 (Mus musculus), Q9QUQ5 | B-score at 10 µM | actives 0.39% (n = 300,000);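 active means B-score over 3 SD under the library average, no early fluorescence shift, positive overall ratio signal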
Target sequence (Q9QUQ5 whole entry, looked up): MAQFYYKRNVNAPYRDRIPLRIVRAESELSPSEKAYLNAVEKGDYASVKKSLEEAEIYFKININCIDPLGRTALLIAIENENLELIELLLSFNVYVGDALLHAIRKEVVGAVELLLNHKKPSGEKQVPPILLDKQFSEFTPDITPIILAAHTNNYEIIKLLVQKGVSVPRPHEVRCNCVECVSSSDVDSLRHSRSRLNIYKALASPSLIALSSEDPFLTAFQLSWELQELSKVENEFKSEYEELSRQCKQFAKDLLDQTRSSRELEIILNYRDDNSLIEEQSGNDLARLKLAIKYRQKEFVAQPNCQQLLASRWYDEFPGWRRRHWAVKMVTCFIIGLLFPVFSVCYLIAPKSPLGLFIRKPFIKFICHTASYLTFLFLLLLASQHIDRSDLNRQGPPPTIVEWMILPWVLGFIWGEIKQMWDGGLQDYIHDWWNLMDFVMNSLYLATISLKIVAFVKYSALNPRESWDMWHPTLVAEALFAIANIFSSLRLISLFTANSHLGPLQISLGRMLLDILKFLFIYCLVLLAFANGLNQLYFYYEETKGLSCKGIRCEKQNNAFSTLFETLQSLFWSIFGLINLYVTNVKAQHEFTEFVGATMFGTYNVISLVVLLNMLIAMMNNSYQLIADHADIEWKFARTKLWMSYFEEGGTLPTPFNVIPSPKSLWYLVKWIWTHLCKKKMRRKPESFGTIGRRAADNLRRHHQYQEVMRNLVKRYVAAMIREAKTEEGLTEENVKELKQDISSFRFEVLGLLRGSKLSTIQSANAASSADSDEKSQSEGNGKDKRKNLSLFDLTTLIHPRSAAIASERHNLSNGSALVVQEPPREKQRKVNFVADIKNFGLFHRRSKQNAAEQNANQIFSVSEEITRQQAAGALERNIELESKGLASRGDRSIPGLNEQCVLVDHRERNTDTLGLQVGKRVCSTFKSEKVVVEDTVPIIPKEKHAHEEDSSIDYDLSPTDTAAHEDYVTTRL
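material = TRPC4beta/mu-opioid receptor HEK293 cell line | probe or stimulus = sequential submaximal and maximal DAMGO stimulation | compound dosing = one concentration per compound | measured by = Fluo4 Ca2+ flux fluorescence | evaluation = integrated fluorescence ratio relative to baseline, converted to per-well B score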
Platelet DG rel: inhibitors of platelet dense granule secretion, primary screen, cell-based, MLPCN, human platelets; inhibition, %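 (compounds screened at 7.5 µM in platelet-rich plasma)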; actives 0.22% (n = 300,000); human platelet-rich plasma, SFLLRN dense granule ATP release, luminescence;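 active means mean replicate score, as percent of positive control, at or above 50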
RGS4 block: RGS4 inhibitors, primary screen, cell-based, HEK293 M3R inducible RGS4, calcium flux. B-score at 10 µM. Fluo-4 calcium flux; stronger effect = higher value; triggered by carbachol at its EC20. actives 0.45% (n = 310,000). Regulator of G-protein signaling 4 (Homo sapiens), P49798;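 active means B-score, a plate-corrected calcium signal, over three deviations above library mean, with baseline fluorescence within five deviations of library mean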;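 further: RGS4 expression induced by doxycycline in cells with stable M3 receptor; B-score is computed from the integrated fluorescence ratio over baseline after carbachol; higher B-score means a larger calcium signal and so more RGS4 inhibition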
MrgX1 ag: agonists of human MrgX1 receptor, primary screen, HEK293 cells, Fluo-4 calcium flux. AID 588627, 2011. B-score at 10 µM. Fluo-4 calcium fluorescence, agonist mode; stronger effect = higher value. actives 0.44% (n = 310,000). Mas-related G-protein coupled receptor member X1 (Homo sapiens), Q96LB2;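 active means calcium response B-score plate-corrected fluorescence ratio at least 3 library SD, with starting fluorescence B-score inside 5 SD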
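Test system: HEK293 cells stably expressing human MrgX1 receptor; Input: fifteen thousand cells per well; Dosing: compound delivered in addition one of three; Schedule: overnight seeding, then 1 h dark dye loading; Technique: Fluo-4 NW calcium fluorescence; Measure: B-scored fluorescence response ratio; Controls: positive and negative controls per plate.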
SKKanGAS inh: S. pyogenes SKKanGAS growth inhibitors in kanamycin, primary screen, streptokinase expression inhibitor project, SKKanGAS strain, BacTiter-Glo luminescence; actives 1.3% (n = 300,000); inhibition, % at 7.5 µM; 6 h;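 active means mean replicate score, as percent of positive control median, at least 50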;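 further: strain carries kanamycin resistance gene driven by streptokinase promoter and grows in 40 µg/ml kanamycin; loss of luminescence reflects streptokinase promoter inhibition or plain growth inhibition; 0% = median of DMSO wells and 100% = positive control at its reference dose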
HIF act: HIF pathway transcriptional activators, primary screen, cell-based, U2OS HRE-luciferase, luminescence; activation, % at 7.5 µM (by protocol); AID 1910, 2009; U2OS HRE-luciferase reporter; normalized: DMSO 0%, desferrioxamine 100%; actives 0.32% (n = 300,000);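 active means mean activation of at least 10% of the iron chelator positive control signal, with at least half of replicates also reaching 10%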
MrgX1 antag: antagonists of human MrgX1 receptor, primary screen, HEK293 cells, Fluo-4 calcium flux | actives 1.3% (n = 310,000) | B-score at 10 µM | BAM8-22 antagonism; stronger effect = lower value | AID 588676, 2011 | Mas-related G-protein coupled receptor member X1 (Homo sapiens), Q96LB2;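 active means calcium-response B-score plate-corrected more than 3 library SD below zero, starting fluorescence within 5 deviations, no agonist response on first addition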;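 further: peak minus trough fluorescence over baseline after final BAM8-22 challenge near maximal dose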
The depositor's hits bear a star; i = inactive; / = not tested or not shown.

smiles	MrgX1 allo act	RGS4 pot	TRPC6 inh	TRPC6 activator	TRPC4 inh	Platelet DG rel	RGS4 block	MrgX1 ag	SKKanGAS inh	HIF act	MrgX1 antag
COC(=O)/C=C1\N/C(=N\c2nc(C)cc(C)n2)N(c2ccc(C)cc2)C1=O	i	i	i	i	i	-2	i	i	3	-0.3	i
Cc1cc(Oc2ccc(-c3ccccc3)cc2)n2ncnc2n1	i	i	i	i	i	-9	i	i	6	0.8	i
Cc1cccc(C)c1NC(=S)N1CCCN(Cc2ccc(F)cc2)C1	i	i	i	i	i	13	i	i	-1	/	i
CC(C)(C)NC(=O)c1cc(NC(=O)c2cccs2)cc(NC(=O)c2cccs2)c1	i	i	i	i	i	4	i	i	14	0.4	i
CN1CCN(Cc2nc(Cc3ccccc3)no2)CC1c1ccccc1 (centres undefined)	i	i	i	i	i	1	i	i	-5	-0.2	i
Cc1cc(NS(=O)(=O)c2ccc(NC(=O)c3cc4ccccc4o3)cc2)nc(C)n1	i	i	i	i	i	10	i	i	6	-0.1	i
CCN(Cc1ccncc1)C(=O)c1cc(COc2ccc(F)cc2Cl)on1	i	i	i	i	i	6	i	i	-15	0.8	i
COc1ccccc1N(CC(O)Cn1ccnc1C)S(=O)(=O)c1ccc(C)cc1 (centres undefined)	i	i	i	i	i	1	i	i	1	0.2	i
O=C1CN(CC(=O)NC(=O)NCc2ccccc2)CCN1	i	i	i	i	i	-5	i	i	-3	-0.2	i
COc1ccc(C(=O)c2cc([N+](=O)[O-])ccc2N2CCCC2)cc1	i	i	i	i	i	2	i	i	1	1.3	i
COc1ccc([N+](=O)[O-])cc1N(CC(=O)NC1CCCC1)S(C)(=O)=O	i	i	i	i	i	2	i	i	-3	0.3	i
CCNc1nc(NC(C)C)nc(OCCNS(=O)(=O)c2cc(C)ccc2C)n1	i	i	i	i	i	-1	i	i	-5	-1.1	i
O=C(NCCO)c1c(O)c2cccc3c2n(c1=O)CC3	i	i	i	i	i	6	i	i	-9	0.1	i
O=C(NCC(c1ccco1)N1CCN(c2ccccc2F)CC1)C(=O)NC1CCCCC1 (centres undefined)	i	i	i	i	i	6	i	i	-3	-0.5	i
COc1ccc(N2C(=O)CC(Cc3ccccc3)C2=O)cc1 (centres undefined)	i	i	i	i	i	-1	i	i	2	-0.2	i
Cc1c(NC(=O)c2cc3c(s2)-c2ccccc2OC3)cccc1[N+](=O)[O-]	i	i	i	i	i	-2	i	i	23	0.4	i
C[N+]1(C)CCC(=C2c3ccccc3CC(=O)c3sccc32)CC1	i	-8.3*	-6.4*	i	i	18	i	i	0	-0.8	i
Cc1cc(=O)oc2cc(OCC(=O)NCc3ccccn3)ccc12	i	i	i	i	i	1	i	i	5	-0.1	i
O=C(Nc1ccccn1)c1nc(-c2ccccc2)n(-c2ccccc2)n1	i	i	i	i	i	5	i	i	0	-0.4	i
CCOc1ccc(C2C(C#N)=C(N)Oc3cc(C)n(Cc4ccco4)c(=O)c32)cc1OC (centres undefined)	i	i	i	i	i	5	i	i	7	0.0	i
CCN(C(=O)c1cc2cccc(OC)c2oc1=O)C1CCCCC1	i	i	i	i	i	-5	i	i	4	0.0	i
Cc1cc(C)c2c(CC(=O)NCc3ccco3)coc2c1	i	i	i	i	i	-4	i	i	-6	0.2	i
COc1cccc(CN2CCN(C3CSCCSC3)CC2CCO)c1 (centres undefined)	i	i	i	i	i	44	i	i	-7	0.3	i
COc1ccc(C2SCCN2S(=O)(=O)c2ccc(NC(C)=O)cc2)cc1OC (centres undefined)	i	i	i	i	i	1	i	i	-10	1.5	i
COc1ccc(C2C(=O)N(CCc3ccccc3)CC(=O)N2C2CCCC2)cc1 (centres undefined)	i	i	i	i	i	15	i	i	-5	0.4	i
COCCNC(=O)NC(=O)CN1CCCc2ccccc21	i	i	i	i	i	1	i	i	-3	0.3	i
CC(C)(C)NC(=O)CSc1nnc(-c2ccccn2)n1-c1ccccc1	i	i	i	i	i	10	i	i	-5	0.0	i
Cc1cc(C)c(S(=O)(=O)N2CCCOC2CNC(=O)C(=O)NCCc2c[nH]c3ccccc23)c(C)c1 (centres undefined)	i	i	i	i	i	0	i	i	3	-1.0	i
O=C(CCn1cncn1)N1CCCC(N2CCN(c3ccc(F)cc3)CC2)C1 (centres undefined)	i	i	i	i	i	9	i	i	11	-0.3	i
COc1ccc(COC(=O)c2cccc(S(=O)(=O)N3CCN(C(C)=O)CC3)c2)cc1F	i	i	i	i	i	9	i	i	35	-0.4	i
CN(C)S(=O)(=O)N1CCC(Oc2ccc(C(=O)N3C[C@H]4CC[C@H]3C4)cc2)CC1	i	i	i	i	i	36	i	i	-2	0.4	i
CC(C)c1cccc(C(C)C)c1NC(=O)COC(=O)C1=COCCO1	i	i	i	i	i	1	i	i	0	-1.0	i
CCC(C)NC(=O)CCSc1ccc(C)cc1 (centres undefined)	i	i	i	i	i	-12	i	i	0	/	i
CN1/C(=C\C(=O)c2cccnc2Cl)C(C)(C)c2ccccc21	i	i	i	i	i	-2	i	i	-6	0.1	i
CC(C)c1ccc(NC(=O)CSc2n[nH]c(=O)n2-c2ccc3c(c2)OCCO3)cc1	i	i	i	i	i	-16	i	i	5	-0.2	i
COCCCNC(=O)CC(=O)N/N=C\c1ccc(SC)cc1	i	i	i	i	i	1	i	i	0	-0.2	i
CC1(C)CC(=O)C2=C(C1)N(c1ccc(F)cc1)C(=O)C2(O)C(F)(F)F (centres undefined)	i	i	i	i	i	1	i	i	-10	0.0	i
CCOc1cccc2c1OC1(C)CC2NC(=O)N1c1cccc(Cl)c1 (centres undefined)	i	i	i	i	i	1	i	i	2	-0.8	i
O=C(CSCc1cccc(Cl)c1)Nc1ccccc1-c1ccccc1	i	i	i	i	i	0	i	i	-6	-0.3	i
COc1cc(C(=O)N/N=C/c2ccc(OC(=O)c3ccccc3)c(OC)c2)ccc1O	i	i	i	i	i	-1	i	i	23	-0.5	i
COc1ccc(/C(C)=N/NC(=O)CNC(=O)c2ccco2)cc1	i	i	i	i	i	7	i	i	-4	0.2	i
Cc1onc(-c2ccccc2)c1C(=O)N1CCOC12CCN(c1cccc(F)n1)CC2	i	i	i	i	i	6	i	i	-1	-0.1	i
O=C(CCNS(=O)(=O)c1ccccc1)OCc1nnc(-c2ccccc2)o1	i	i	i	i	i	5	i	i	-6	-1.4	i
O=Cc1c(Cl)nc2ccccn12	i	i	i	i	i	-6	i	i	-15	-0.1	i
Cc1ccc(C(=O)NC(NC(=O)c2ccc(C)cc2)C(Cl)Cl)cc1	i	i	i	i	i	-5	i	i	-1	2.6	i
COc1cc(NC(=O)C2=COCCO2)c(OC)cc1Cl	i	i	i	i	i	-6	i	i	11	-42	i
CCOc1cccc(C(=O)NC(=S)Nc2ccc(Cl)cc2C(=O)O)c1	i	i	i	i	i	-2	i	i	15	-1.0	i
Cc1ccc(C)c(OCC(=O)Nc2cc(C)on2)c1	i	i	i	i	i	-25	i	i	0	2.1	i
Cc1ccc2[nH]c(=O)c(CN(C(=O)c3cccc([N+](=O)[O-])c3)C(C)(C)C)cc2c1	i	i	i	i	i	1	i	i	7	-0.6	i
CC(C)(C)n1nnnc1CN1CCSCC1	i	i	i	i	i	-8	i	i	0	-0.5	i
Cc1ccc(S(=O)(=O)N(CC(=O)NCc2ccccc2)C(=O)N2CCN(C)CC2)cc1	/	i	i	i	i	-5	i	/	-5	2.3	/
COc1cccc(NS(=O)(=O)c2nc3nc(C)cc(C)n3n2)c1	i	i	i	i	i	1	i	i	2	0.1	i
CC(C)N1C(=O)c2ccccc2N(Cc2ccccc2)S1(=O)=O	i	i	i	i	i	-1	i	i	10	-0.3	i
CCC(=O)c1ccc(N2CCN(C(=O)c3ccccc3Br)CC2)c(F)c1	i	i	i	i	i	-4	i	i	-8	-0.3	i
O=C(CC1(O)C(=O)N(CCc2ccccc2)c2ccccc21)c1ccco1 (centres undefined)	i	i	i	i	i	0	i	i	1	-0.1	i
CC(O/N=C/c1ccccc1OC(F)F)C(=O)Nc1cccc(S(=O)(=O)N2CCOCC2)c1 (centres undefined)	i	i	i	i	i	-1	i	i	1	-0.1	i
Cc1ccc(OCCCCN2CCC(C)CC2)c(Br)c1	i	i	i	i	i	-61	i	i	1	-0.8	i
O=C(Cn1cc(C(=O)C2CC2)c2ccccc21)Nc1ccc(F)cc1	i	i	i	i	i	-7	i	i	4	0.2	i
O=C(Cc1ccccc1)NN1C(=O)C2C3C=CC([C@@H]2C1=O)C31CC1 (some centres undefined)	i	i	i	i	i	-2	i	i	-5	-0.1	i
Cc1c(C)n(C)c2ccc(C(=O)N3CCN(c4ccccc4)CC3)cc12	i	i	-7.2*	i	i	-6	i	i	17	-0.2	i
Cc1cc(NC(=O)CCCC(=O)N(CC(=O)NC2CCCCC2)c2ccccc2)no1	i	i	i	i	i	1	i	i	2	0.0	i
NC(=O)C1=C[C@@H](c2ccccc2)C[C@@H](OCc2ccc(CO)cc2)O1	i	i	i	i	i	0	i	i	4	-1.1	i
